Screens as filed in PubChem BioAssay.
UPR XBP1 act – activators of adaptive arm of unfolded protein response (XBP1) | activation, % at 20 µM | CHO-XBP1 luciferase reporter, IRE1-XBP1 UPR activation, luminescence; percent of tunicamycin response, DMSO as zero | AID 463104 | 0.33% of 330,000 active;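 active = versus positive control, 20 µM dose yields 30% or more activation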;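 note: 100% = tunicamycin at 10 µg/mL and 0% = DMSO only wells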
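Signal: luciferase luminescence; Assay system: CHO-XBP1 luciferase reporter cells; Amount: one thousand reporter cells per well; Dosing: 20 µM single concentration, DMSO 1%; Benchmarks: high control tunicamycin 10 µg/mL final, low control DMSO vehicle only; Schedule: 6 h compound exposure at 37 °C, 5% CO2; Evaluation: percent activation relative to tunicamycin reference.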
697 NFkB inh – lowers PMA/ionomycin-induced NF-kB signal in 697 B cells. 0.33% of 330,000 active. inhibition, % at 4 µM. 697 B-cell NF-kB luciferase reporter, 16 h. AID 435022; in the data active = inhibition above about 35%
Mdm2-MdmX inh – inhibitors of human Mdm2/MdmX interaction; 3% of 330,000 active; SaOS-2 split-luciferase Mdm2/MdmX complementation, luminescence; O15151+Q00987; inhibition, % at 8 µM;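 active = inhibition of at least 50% at 8 µM in the primary screen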
CXCR6 inh – CXCR6 (human) receptor inhibition. AID 602244. CHO-K1 PathHunter CXCR6 beta-arrestin, luminescence. 0.36% of 360,000 active. inhibition, % at 20 µM; in the data active = inhibition above about 34%, passing the limit was not always enough;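 note: antagonist mode with CXCL16 agonist at 10 nM final; 0% = 10 nM CXCL16 with DMSO and 100% = unstimulated wells without agonist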
Target sequence (O00574 whole entry, looked up): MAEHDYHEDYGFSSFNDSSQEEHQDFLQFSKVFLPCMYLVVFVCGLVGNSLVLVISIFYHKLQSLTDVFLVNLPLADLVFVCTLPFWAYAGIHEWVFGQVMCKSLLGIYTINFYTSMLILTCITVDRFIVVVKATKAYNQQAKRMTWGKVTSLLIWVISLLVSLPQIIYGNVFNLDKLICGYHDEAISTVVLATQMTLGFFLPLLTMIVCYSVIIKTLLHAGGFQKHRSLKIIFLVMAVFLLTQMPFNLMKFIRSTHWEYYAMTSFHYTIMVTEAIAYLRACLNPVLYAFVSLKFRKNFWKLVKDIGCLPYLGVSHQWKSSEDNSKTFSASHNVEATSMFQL
EBI2 block – EBI2 (human) antagonism. P32249. EBI2 beta-arrestin recruitment, luminescence, 7a,25-OHC stimulated. inhibition, % at 5 µM. 0.81% of 360,000 active. AID 651636; in the data active = inhibition above about 38%;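 note: enzyme fragment complementation signal reports receptor beta-arrestin coupling in cells; 0% = agonist plus DMSO wells and 100% = wells without agonist; some results beyond the cut were filed as inactive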
Target sequence (P32249 whole entry, looked up, the tested form may be a part): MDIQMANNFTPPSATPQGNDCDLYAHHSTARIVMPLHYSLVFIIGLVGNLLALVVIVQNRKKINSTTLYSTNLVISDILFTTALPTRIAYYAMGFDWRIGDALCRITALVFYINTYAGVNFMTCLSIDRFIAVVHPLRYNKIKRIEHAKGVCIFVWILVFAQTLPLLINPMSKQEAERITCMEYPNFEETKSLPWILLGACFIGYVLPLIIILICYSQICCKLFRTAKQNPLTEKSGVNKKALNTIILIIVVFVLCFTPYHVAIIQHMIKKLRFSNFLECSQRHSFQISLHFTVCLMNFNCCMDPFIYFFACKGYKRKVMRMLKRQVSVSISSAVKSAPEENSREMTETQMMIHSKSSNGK
Gli-Sufu antag – Gli-Sufu pathway antagonism | AID 588413 | Sufu-KO-LIGHT fibroblasts, Gli luciferase reporter luminescence | 0.74% of 340,000 active | inhibition, % at 5 µM;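 active = inhibition above about 55%, limit read from the data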;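 note: 0% = DMSO-treated cells and 100% = wells with medium but no cells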
UPR CHOP act – activators of apoptotic arm of unfolded protein response (CHOP). CHO-CHOP luciferase reporter, UPR activation, luminescence; percent of tunicamycin response over DMSO baseline. activation, % at 10 µM. 0.34% of 330,000 active;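 active = at 10 µM dose, activation of 40% or more, normalized to positive control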;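 note: 100% = tunicamycin at 10 µg/mL and 0% = DMSO alone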
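assay system = CHO CHOP reporter cells | amount = 500 CHO-CHOP cells per well | buffer or medium = F12 with 10% FBS | incubation = 16-18 h cell attachment, then 6 h compound exposure, 37 °C | detection = luminescence read with Steady-Glo | read-out = percent activation relative to tunicamycin control | controls = tunicamycin high control, DMSO low control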
CCR6 antag – antagonists of human CCR6 receptor. P51684. inhibition, % at 20 µM. CHO-K1 CCR6 PathHunter beta-arrestin, luminescence, CCL20-stimulated. 0.49% of 340,000 active. AID 493098;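 active = compounds whose inhibition of the agonist-driven luminescence signal at 20 µM reaches about 50%, limit read from the data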;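 note: cells stimulated with CCL20 at 14 nM final; plate controls were DMSO with CCL20 for no effect and DMSO without agonist for full effect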
Target sequence (P51684 whole entry, looked up): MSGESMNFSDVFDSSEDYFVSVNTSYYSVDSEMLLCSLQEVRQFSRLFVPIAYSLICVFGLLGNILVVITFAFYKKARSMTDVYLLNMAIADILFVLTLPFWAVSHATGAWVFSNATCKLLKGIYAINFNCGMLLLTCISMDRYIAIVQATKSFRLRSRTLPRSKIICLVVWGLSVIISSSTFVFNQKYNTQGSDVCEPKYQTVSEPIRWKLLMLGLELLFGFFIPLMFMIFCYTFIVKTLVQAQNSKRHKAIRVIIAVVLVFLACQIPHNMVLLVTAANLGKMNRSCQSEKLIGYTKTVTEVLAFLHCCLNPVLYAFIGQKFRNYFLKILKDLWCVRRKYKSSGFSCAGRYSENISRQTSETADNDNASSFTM
Jurkat NFkB inh – lowers PMA/ionomycin-induced NF-kB signal in Jurkat cells; PMA/ionomycin-induced NF-kB luciferase reporter, luminescence; 0.53% of 330,000 active; inhibition, % at 4 µM; in the data active = inhibition above about 50%
An asterisk follows results filed as active.

Order of values – UPR XBP1 act | 697 NFkB inh | Mdm2-MdmX inh | CXCR6 inh | EBI2 block | Gli-Sufu antag | UPR CHOP act | CCR6 antag | Jurkat NFkB inh
CCOC(=O)CNC(=O)CSc1nnc(-c2ccccc2OC)n1CC
  -2 | 23 | -2 | 8 | -8 | 43 | -0.6 | -3 | 0
CC1=C(C(=O)OCC2CCCO2)C(c2ccsc2)C2=C(CC(C)(C)CC2=O)N1 (stereo unspecified)
  -2 | -2 | 0 | 27 | 6 | 0 | -1.5 | 22 | 3
O=C(NNC(=O)c1cccc(S(=O)(=O)Nc2ccc(Cl)cc2)c1)c1ccc(=O)[nH]c1
  -2 | 13 | -21 | -1 | -12 | -3 | -0.3 | 12 | -8
COc1ccc(-c2nc(SCC(=O)N3CCCC3)n[nH]2)cc1
  7 | 8 | 25 | -3 | -5 | 17 | 1.1 | 4 | -1
CCOc1ccc(CN2CCNC(=O)C2CC(=O)N(C)CC2CCOCC2)cc1 (stereo unspecified)
  0 | 17 | -5 | 10 | 10 | -17 | -0.8 | -1 | 17
CC(=O)c1cccc(NC(=O)N2CCCC2C(=O)NCc2ccc(F)cc2)c1 (stereo unspecified)
  -1 | 0 | 12 | 4 | -7 | 24 | -0.6 | -12 | -16
O=C(COc1ccc([N+](=O)[O-])cc1)Nc1ccc(C(=O)Nc2ccccc2C(=O)O)cc1
  -2 | 11 | 10 | 14 | 0 | -2 | -1.2 | 14 | 15
O=C(O)c1ccc2c(=O)n3c(nc2c1)/C(=C/c1ccc(Cl)cc1Cl)CC3
  2 | 12 | 6 | 15 | 2 | 1 | -1.1 | 23 | -2
COc1ccc(NC(=O)NC(C)(C(F)(F)F)C(F)(F)F)cc1
  -1 | 1 | 9 | -11 | -12 | -2 | -4.1 | 4 | -7
COc1ccc(-c2[nH]ncc2CN2CCC(N3CCSCC3)CC2)c(F)c1
  -2 | -16 | -2 | -4 | -5 | 17 | -0.9 | 1 | -16
Cc1cc(C(=O)NNC(=O)[C@H](C)NC(=O)c2ccc(Br)cc2)c(C)o1
  0 | -27 | 15 | -3 | -14 | -2 | -1.1 | 4 | -19
COc1ccc(CC(=O)Nc2nccs2)cc1S(=O)(=O)N1CCOCC1
  2 | 4 | -18 | 2 | 4 | 1 | -0.4 | 9 | -7
CN(C)c1ccc(N=Cc2nc(-c3ccccc3)oc2O)cc1
  2 | 1 | -33 | 15 | 11 | -57 | 2.7 | 17 | -15
CCn1cc(C(=O)NN)c(=O)c2cc(F)c(NC3CCCCC3)cc21
  -1 | 7 | 13 | 7 | 91* | -4 | -1.5 | 3 | -10
CC(C)Oc1ccc(N2CC(C(=O)Nc3ccccn3)CC2=O)cc1 (stereo unspecified)
  -5 | 11 | -9 | -4 | -2 | 0 | -2.0 | 11 | -2
COC(=O)c1sccc1NC(=S)N1CCC(C)CC1
  -2 | -10 | -28 | 7 | -8 | 8 | -0.6 | 6 | 5
CCNc1nc(OCCNS(=O)(=O)c2cc(C)ccc2C)nc(N(C)C)n1
  -4 | 1 | -18 | -2 | 6 | 3 | -1.4 | 2 | 10
O=C(COC(=O)c1ccccc1OCc1ccccc1Cl)NC1CC1
  0 | -7 | 3 | 10 | -3 | 3 | 0.9 | 18 | -8
O=C(CO/N=C1\CCCc2nonc21)Nc1ccc(Br)cc1
  -2 | 14 | 18 | 10 | -10 | 1 | 0.5 | 14 | 4
CCOc1ccc(C(=O)NCC(=O)N2CC=C(c3ccccc3)CC2)cc1OCC
  -2 | 18 | 14 | 6 | 10 | 7 | 1.1 | 6 | 21
O=C(Cn1cc(C(F)(F)F)ccc1=O)N/N=C/c1ccc(Cl)c(Cl)c1
  -2 | -5 | -19 | -9 | 4 | 50 | 0.0 | 7 | 9
c1ccc(C[C@H]2CNCCN2CC2(c3ccccc3)CC2)cc1
  -2 | -9 | 15 | -1 | 0 | -2 | 1.4 | 15 | -2
COC(=O)c1c(NC(=O)CSc2nncs2)sc2c1CCCCC2
  5 | -46 | 9 | 0 | 14 | 9 | -1.1 | 13 | 9
COC(=O)C1=C(C)N(CCCC(=O)O)C(=O)NC1c1cccc(Cl)c1Cl (stereo unspecified)
  -2 | 21 | 6 | 4 | -1 | 0 | 1.2 | -5 | -4
Cc1ccc2c(c1)c1c(n2CC(O)Cn2c(C)nc3ccccc32)C(=O)CCC1 (stereo unspecified)
  0 | -13 | 16 | 4 | 4 | 4 | 2.1 | 0 | -3
Cc1cccc(C(=O)OCC(=O)NNC(=O)c2cccs2)c1O
  -1 | 8 | 33 | -8 | -4 | -7 | -0.3 | -7 | 14
CCc1nnc(NC(=O)CS(=O)(=O)Cc2ccccc2)s1
  0 | 8 | 15 | 4 | 5 | -9 | -0.8 | 14 | 8
CCOC(=O)CCSc1nc2c(c(C(F)(F)F)c1C#N)CCC2
  -3 | 7 | -6 | 5 | -6 | 11 | -0.6 | 7 | -5
CC(=O)c1ccc(N2CCN(C(=O)c3cc(-c4ccncc4)nc4ccc(Cl)cc34)CC2)cc1
  -3 | -26 | 63* | -25 | 45* | 7 | 6.3 | -2 | 3
CCn1c(=O)c2sccc2n2c(CCCC(=O)NCc3cccnc3)nnc12
  -5 | 20 | 15 | -2 | -1 | -3 | 0.3 | 22 | 1

Among those listed so far, these have two or more sulfur atoms.
Order of values – UPR XBP1 act | 697 NFkB inh | Mdm2-MdmX inh | CXCR6 inh | EBI2 block | Gli-Sufu antag | UPR CHOP act | CCR6 antag | Jurkat NFkB inh
COc1ccc(CC(=O)Nc2nccs2)cc1S(=O)(=O)N1CCOCC1
  2 | 4 | -18 | 2 | 4 | 1 | -0.4 | 9 | -7
COC(=O)c1sccc1NC(=S)N1CCC(C)CC1
  -2 | -10 | -28 | 7 | -8 | 8 | -0.6 | 6 | 5
COC(=O)c1c(NC(=O)CSc2nncs2)sc2c1CCCCC2
  5 | -46 | 9 | 0 | 14 | 9 | -1.1 | 13 | 9
CCc1nnc(NC(=O)CS(=O)(=O)Cc2ccccc2)s1
  0 | 8 | 15 | 4 | 5 | -9 | -0.8 | 14 | 8

Results in Gli-Sufu antag, CCR6 antag and EBI2 block, for 3 of the compounds above:
| SMILES | Gli-Sufu antag | CCR6 antag | EBI2 block |
| --- | --- | --- | --- |
| COC(=O)C1=C(C)N(CCCC(=O)O)C(=O)NC1c1cccc(Cl)c1Cl (stereo unspecified) | 0 | -5 | -1 |
| Cc1ccc2c(c1)c1c(n2CC(O)Cn2c(C)nc3ccccc32)C(=O)CCC1 (stereo unspecified) | 4 | 0 | 4 |
| Cc1cccc(C(=O)OCC(=O)NNC(=O)c2cccs2)c1O | -7 | -7 | -4 |

Going on with the list:
Order of values – UPR XBP1 act | 697 NFkB inh | Mdm2-MdmX inh | CXCR6 inh | EBI2 block | Gli-Sufu antag | UPR CHOP act | CCR6 antag | Jurkat NFkB inh
COc1ccc(C2c3ccc4ccccc4c3Oc3ncn(CCN(C)C)c(=N)c32)cc1 (stereo unspecified)
  5 | 19 | 91* | 3 | 25 | 15 | 3.5 | 15 | 51*
CSc1ccccc1NC(=O)C1C2CCC(C2)C1C(=O)O (stereo unspecified)
  -3 | 5 | -15 | -4 | -17 | 0 | -2.2 | 4 | 5
NC(=O)C1(N2CCCCC2)CCN(C(=O)CCCn2c(=O)[nH]c3ccsc3c2=O)CC1
  1 | 5 | -24 | -4 | -7 | -5 | 0.1 | -1 | 11
O=C(NC1CCCC1)C(c1ccc(F)cc1)N(Cc1ccccc1Cl)C(=O)CCl (stereo unspecified)
  6 | -52 | 55* | 0 | -1 | 6 | 10 | 8 | -4
CC(=NCCc1ccccc1)C1=C(O)CCC1=O
  -1 | 20 | 35 | -3 | -13 | -15 | 1.5 | 4 | -7
CC(C)C(NS(=O)(=O)c1cccs1)C(=O)NCc1ccccc1 (stereo unspecified)
  -3 | 6 | 17 | -5 | 7 | -4 | 2.8 | 0 | -8
COc1ccc(Nc2nc3ccccc3s2)cc1
  4 | -178 | -169 | -1 | 8 | -90 | 5.2 | 1 | -131
O=S(=O)(c1cccc(F)c1)N1CCN(c2ncnc3scc(-c4ccc(F)cc4)c23)CC1
  0 | 10 | 25 | 16 | 28 | 11 | 2.4 | 17 | 25
N#Cc1ccccc1OCC(=O)NC(=O)NCc1ccccc1
  -5 | -3 | 14 | 6 | 8 | 13 | 0.1 | 3 | -11
COc1ccc(OS(=O)(=O)c2c(C)noc2C)cc1
  -3 | 17 | -23 | -2 | 0 | 1 | -1.4 | -1 | 14
Cc1cc(C)cc(C(=O)NCC(=O)NNC(=O)CSc2ccccc2F)c1
  -1 | 5 | 17 | 6 | -5 | 6 | -1.4 | 0 | 2
Cc1ccc(C(=O)NCC(=O)Nc2ccc3c(c2)CCC3)cc1
  1 | -43 | -8 | 2 | -1 | -2 | 3.4 | 14 | -37
O=C(CN1CCN(C(=O)c2ccco2)CC1)Nc1cccc([N+](=O)[O-])c1
  1 | 12 | -14 | 1 | -15 | 4 | -1.0 | 8 | 3
Cc1ccc(NC(=O)N(Cc2ccco2)C(C)c2ccco2)cc1C (stereo unspecified)
  0 | -29 | -21 | -4 | 7 | 9 | 0.6 | 22 | 1
CCOC(=O)C1(CCc2ccccc2)CCN(C(=O)Cc2nonc2C)CC1
  4 | -44 | -5 | 10 | -1 | 8 | 3.9 | 17 | -12
COc1ccc(S(=O)(=O)N(C)C[C@H]2Oc3ccc(NC(=O)Cc4cn(C)c5ccccc45)cc3C(=O)N([C@@H](C)CO)C[C@@H]2C)cc1
  -2 | 27 | 25 | 6 | -5 | 3 | 0.7 | 6 | 7
Cc1cc(C(=O)COC(=O)CC2Sc3ccccc3NC2=O)c(C)n1-c1cccc(C(F)(F)F)c1 (stereo unspecified)
  -1 | -28 | 35 | 2 | 5 | 0 | 2.1 | 17 | -19
CC(C)CCN1C(=O)C2(OCCCO2)c2cc(Cl)ccc21
  -2 | 1 | 1 | -4 | -3 | -7 | 0.2 | 29 | -17
Cc1ccc(/C=C/C(=O)N2CCN(Cc3ccccc3)CC2)o1
  0 | 10 | 20 | -3 | 2 | -4 | 6.5 | 9 | 4
CC(c1ccco1)N(C(=O)c1cc(Cl)cc(Cl)c1)c1ccccn1 (stereo unspecified)
  -5 | 10 | 7 | 5 | 10 | 8 | 0.4 | 31 | -2
COc1ccc2nc(Nc3nc4cc5c(cc4s3)OCO5)sc2c1
  1 | -26 | -2 | -12 | 11 | -14 | 1.1 | -7 | -18
COCCn1c(C)cc(C(=O)COC(=O)c2cccc(O)c2)c1C
  -8 | 35 | 74* | -5 | -6 | 43 | -8.1 | 4 | -5
CC(=O)c1c(C)[nH]c(C(=O)Nc2cccc(S(=O)(=O)N(C)C)c2)c1C
  -1 | 20 | 38 | 3 | -2 | 5 | 2.5 | 1 | -20
Cc1cc(NCCCN2CCOCC2)n2c(nc3ccccc32)c1C#N
  0 | 1 | -32 | -1 | 1 | 2 | -2.8 | -6 | 16
O=C(Nc1ccc(Br)cc1)c1cccc(N2C(=O)CCC2=O)c1
  4 | -2 | 21 | -9 | -3 | -11 | 3.1 | 21 | 6

Ordered by formula weight (highest first): part of the list above
Order of values – UPR XBP1 act | 697 NFkB inh | Mdm2-MdmX inh | CXCR6 inh | EBI2 block | Gli-Sufu antag | UPR CHOP act | CCR6 antag | Jurkat NFkB inh
CCc1nnc(NC(=O)CS(=O)(=O)Cc2ccccc2)s1
  0 | 8 | 15 | 4 | 5 | -9 | -0.8 | 14 | 8
COc1ccc(-c2nc(SCC(=O)N3CCCC3)n[nH]2)cc1
  7 | 8 | 25 | -3 | -5 | 17 | 1.1 | 4 | -1
COc1ccc(OS(=O)(=O)c2c(C)noc2C)cc1
  -3 | 17 | -23 | -2 | 0 | 1 | -1.4 | -1 | 14

Outcome played no part in choosing rows; overall some 5% were active at least once.
